Source: PubChem BioAssay (several laboratories)
GSK3 alpha inh = inhibitors of human GSK-3 alpha kinase; P49840; ADP-Glo luminescence, 60 min; AID 2650; actives 0.1% (n = 320,000); inhibition, % at 10 µM;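 in the data active = inhibition above about 50%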;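 note: GST-tagged GSK-3 alpha with peptide substrate and 25 µM ATP; 0% = DMSO neutral wells and 100% = GW8510 positive control wells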
Target sequence (P49840 whole entry, looked up): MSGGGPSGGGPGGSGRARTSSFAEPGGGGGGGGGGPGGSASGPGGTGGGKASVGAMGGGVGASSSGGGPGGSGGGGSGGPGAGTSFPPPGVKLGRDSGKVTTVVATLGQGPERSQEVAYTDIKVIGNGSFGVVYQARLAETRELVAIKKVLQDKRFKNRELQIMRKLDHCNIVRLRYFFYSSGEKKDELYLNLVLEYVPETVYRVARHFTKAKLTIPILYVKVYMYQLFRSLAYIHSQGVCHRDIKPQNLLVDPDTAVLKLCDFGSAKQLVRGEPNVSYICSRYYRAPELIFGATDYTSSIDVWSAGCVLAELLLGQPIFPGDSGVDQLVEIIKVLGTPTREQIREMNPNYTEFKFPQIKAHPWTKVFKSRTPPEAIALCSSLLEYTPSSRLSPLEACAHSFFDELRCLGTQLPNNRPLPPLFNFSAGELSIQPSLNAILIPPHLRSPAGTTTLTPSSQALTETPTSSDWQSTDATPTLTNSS
HDAC3 inh = blocks human histone deacetylase 3 | recombinant HDAC3, fluorogenic peptide/trypsin coupled, fluorescence | inhibition, % at 8.3 µM | actives 0.15% (n = 320,000) | AID 2718; in the data active = inhibition above about 26%, passing the limit was not always enough; inconclusive = no clear call, values can overlap the other calls
Target sequence (O15379 whole entry, looked up): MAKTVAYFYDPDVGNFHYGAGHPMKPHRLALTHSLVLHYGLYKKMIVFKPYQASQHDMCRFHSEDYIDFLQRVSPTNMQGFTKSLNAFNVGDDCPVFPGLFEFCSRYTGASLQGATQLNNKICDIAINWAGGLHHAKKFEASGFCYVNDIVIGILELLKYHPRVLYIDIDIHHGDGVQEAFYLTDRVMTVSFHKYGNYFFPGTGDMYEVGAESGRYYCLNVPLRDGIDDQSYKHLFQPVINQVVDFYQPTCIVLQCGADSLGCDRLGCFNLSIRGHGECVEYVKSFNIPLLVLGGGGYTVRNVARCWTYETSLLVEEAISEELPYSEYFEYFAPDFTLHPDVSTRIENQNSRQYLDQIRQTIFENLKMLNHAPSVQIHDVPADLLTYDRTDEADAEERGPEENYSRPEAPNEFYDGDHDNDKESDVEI
HSF1 activator = increases HSF-1 driven luciferase reporter signal; AID 504408; NIH3T3-HGL HSF-1 luciferase reporter, MG132, 8 h; 100% = twice DMSO control signal; activation, % at 9 µM; actives 1.7% (n = 300,000);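 active = mean replicate activation of at least 50% with a set share of replicates each reaching 50%; inconclusive = only one of those two conditions met; inactive = mean below 50% and too few replicates reaching it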;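 note: 0% = median of the neutral control wells and 100% = twice that signal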
GSK3beta inhib = inhibitors of human GSK3beta kinase; AID 2097; actives 0.038% (n = 300,000); activity score (negative = inhibition), % at 10 µM; GST-GSK3beta kinase, ADP-Glo luminescence, 60 min; active compounds read low;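 active = more than half of replicate wells score below -50%, meaning over 50% inhibition versus plate controls; inconclusive = some replicates but at most half score below -50%; inactive = no replicate scores below -50%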;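 note: 0% = median DMSO wells and -100% = median GW8510 positive control wells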
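Assay system: GST-fused GSK3beta enzyme, cell-free / Medium: Tris pH 7.5 buffer with MgCl2, DTT, BSA, heparin / Also added: peptide substrate plus 25 µM ATP (final) / Compound: 10 µM single point / Timing: kinase reaction with compound 60 min at room temperature / Detection: ADP-Glo luminescence / Benchmarks: DMSO neutral wells and GW8510 at 20 µM as positive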
AI-2 QS modul = modulates the Vibrio harveyi AI-2 quorum sensing system | Vibrio harveyi JMH597 AI-2 luminescence/OD600 ratio, 9 h; active compounds read low; strain lacks LuxN and CqsS sensors; 0 = neutral-control median | activity change, % at 7.5 µM | actives 0.4% (n = 300,000) | AID 2094; in the data active = activity change below about -75%, passing the limit was not always enough; inconclusive = no clear call, values can overlap the other calls;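 note: luminescence divided by OD600 gain over 9 h not by final OD600 alone; inactives centre near 13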
Platelet DG rel = platelet dense granule release activity; actives 0.22% (n = 300,000); human platelet-rich plasma, SFLLRN dense granule ATP release, luminescence; AID 1663; inhibition, %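 (compounds screened at 7.5 µM in platelet-rich plasma)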;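 active = mean replicate score, as percent of positive control, at or above 50; inconclusive = mean below 50 but at least one replicate at or above 50; inactive = mean and every replicate below 50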
HSF1 inh = HSF1 inhibition. actives 0.77% (n = 300,000). NIH3T3-HGL HSE-luciferase, MG132-induced, luminescence 8 h; active compounds read low. activity change, negative = inhibition, % at 7.5 µM (by protocol);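 active = more than half of replicate wells show activity change below -50%, luminescence cut by over half; inconclusive = some wells, but at most half, below -50%; inactive = no replicate well below -50%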;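 note: luciferase reports HSF-1 transcriptional activity via heat shock element; 0% = median of DMSO wells and -100% = zero luminescence signal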
HSP90 refold inh = HSP90 refolding inhibition in rabbit reticulocyte lysate. luciferase refolding luminescence, 3 h. inhibition, % at 5.6 µM. actives 0.91% (n = 290,000). AID 1789;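 active = inhibition above the screen-wide mean plus 3 SD, computed separately per campaign, cut at about 16% in these data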;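 note: 0% = DMSO wells and 100% = 60 µM geldanamycin wells; inhibitors lower the luminescence because luciferase stays unfolded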
DYRK1A inh = inhibitors of rat Dyrk1A kinase; Q63470; AID 504441; inhibition, % at 12.5 µM; ADP-Glo luminescence, NFATc1 peptide; actives 0.43% (n = 310,000); in the data active = inhibition above about 50%;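 note: plate controls were vehicle with enzyme for no effect and no enzyme for full effect; many of its hits are not listed in these tables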
PolyA inhibitor = blocks polyadenylation in yeast reporter cells; actives 0.02% (n = 300,000); AID 1875; S. cerevisiae SKY197-pL101 polyadenylation reporter, beta-gal luminescence; efflux-impaired pdr1/pdr3 knockout yeast; score 100 = 6 SD above DMSO; calls only at 12 µM;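 active = lowest replicate activity score at least 50, where 100 means six control SD above control mean; inconclusive = lowest score under 50 but half or more replicates reach 50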;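 note: yeast exposed to compound for 9 h at 30 °C; higher score means more reporter readthrough which indicates perturbed polyadenylation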
Starred values were filed as active, the others as inactive; i = inactive; ? = inconclusive; / = not tested or not shown. A portion of the library (hit frequency here may not be typical).

GSK3 alpha inh | HDAC3 inh | HSF1 activator | GSK3beta inhib | AI-2 QS modul | Platelet DG rel | HSF1 inh | HSP90 refold inh | DYRK1A inh | PolyA inhibitor | Molecule
0 | 5 | -11 | -5 | 22 | -27 | 1 | 0 | 4 | i | O=C(NCC(c1cccnc1)N1CCN(c2ccccc2)CC1)c1ccc2c(c1)OCO2 (stereo not drawn)
-2 | 2 | 13 | 0 | 26 | 5 | 2 | -2 | -12 | i | Cc1cccc(N2CCN(C(=S)NCCc3ccccc3)CC2)c1C
0 | 2 | -15 | 0 | 4 | -3 | 1 | -2 | 1 | i | CCOC(=O)C1C(c2ccccc2)C(C(=O)OCC)C1c1ccccc1 (stereo not drawn)
-1 | -2 | 1 | 6 | 31 | 7 | -6 | -1 | 1 | / | COc1ccccc1N1CCN(C(=O)c2sc3nc(-c4ccc(F)cc4)cn3c2C)CC1
3 | 1 | 8 | -2 | -5 | -9 | -11 | 0 | -4 | i | Cc1cc(N2CCOCC2)nc2ccc(Cl)cc12
2 | -1 | 4 | -2 | 10 | 3 | 2 | -3 | -12 | i | Cc1ccccc1CN1CCC(CNC(=O)Nc2ccc(F)cc2F)CC1
3 | -2 | -32 | 2 | 7 | 7 | -7 | 4 | -2 | i | NC1=NC(=O)C(Cc2cccc(Cl)c2Cl)S1 (stereo not drawn)
2 | 0 | 11 | 0 | 24 | -3 | 9 | -3 | -4 | i | O=C(CSc1ccc(-c2nc3ccccc3[nH]2)cn1)Nc1ccc(S(=O)(=O)N2CCCC2)cc1
-1 | 7 | 3 | -2 | -48 | -2 | 2 | 3 | 2 | i | CN(Cc1ccccc1)C(=O)COc1cccnc1[N+](=O)[O-]
-1 | 1 | 6 | 3 | 8 | 11 | -10 | -3 | 16 | i | O=C(CN1C(=O)C2CC=CCC2C1=O)NC1CCCCC1 (stereo not drawn)
-2 | -2 | -93 | 3 | 9 | 3 | -91* | 5 | -6 | i | CC(=O)Nc1ccc(OS(=O)(=O)c2ccccc2C)cc1
-1 | 0 | 6 | -3 | 2 | 25 | 1 | 5 | / | i | Cc1cc(NC(=S)N(CCCN2CCN(C)CC2)Cc2ccco2)ccc1Cl
2 | 4 | 13 | -2 | 26 | 1 | 14 | 6 | 27 | i | Cc1cccc(/C=N/NC(=O)c2ccccc2OCc2cccc(Br)c2)n1
-1 | 8 | 3 | 2 | 23 | -6 | -5 | 4 | 1 | i | Cn1cc(Br)c(C(=O)NC2CCCCC2)n1
2 | -23 | 20 | 0 | 12 | 3 | -4 | -1 | / | i | CCOC(=O)c1oc2nc3c(cc2c1N)CCCC3
4 | 1 | -4 | -1 | 29 | -2 | -6 | -2 | 6 | i | O=C(Nc1nc(=O)[nH]s1)c1ccccc1
-3 | -8 | 18 | 4 | 14 | 6 | 12 | -1 | 7 | i | O=C(CCCn1c(=O)oc2ccccc21)N1CCc2ccccc2C1
1 | 8 | -16 | 0 | 6 | -2 | -3 | 3 | 14 | i | CCOC(=O)c1sc(=S)n(CC)c1N
-3 | -6 | -6 | -4 | 0 | -7 | 1 | -1 | -4 | i | CCC1CCCCN1CCCNC(=O)c1ccc2c(c1)c(C)c(C)n2CC (stereo not drawn)
-3 | 1 | -11 | 4 | 13 | -115 | -7 | 3 | -1 | i | CCNS(=O)(=O)c1ccc(NS(=O)(=O)c2cc(C)ccc2C)cc1
-1 | 1 | 20 | 0 | 2 | 14 | 2 | 25* | -7 | i | COc1ccc2[nH]c(-c3ccc(C)cc3)cc(=O)c2c1
0 | ? | 6 | / | / | -1 | -1 | -1 | 1 | i | CCC1CCCCN1CCN1C(=O)C2C(C(=O)Nc3ccc(OC)cc3)C3C=CC2(O3)C1C(=O)NC1CCCCC1 (stereo not drawn)
-2 | 2 | 4 | -4 | 16 | -1 | -8 | / | 0 | i | Cc1ccc(CN(Cc2cc3cccc(C)c3[nH]c2=O)C(=O)N(C)C)cc1
0 | -1 | 14 | -1 | 15 | 8 | 2 | 1 | 23 | i | O=C(Nc1ccc(Oc2ccc(C(=O)O)c(C(=O)O)c2)cc1)c1cccs1
0 | 7 | 10 | 0 | 14 | -4 | 3 | 2 | 5 | i | CN(C)c1nc(=Nc2cccc(Cl)c2)ss1
-3 | 5 | 1 | -2 | 3 | 0 | -2 | 1 | 26 | i | CCOc1ccc(Cl)cc1S(=O)(=O)n1cnc2ccccc21
3 | 11 | 2 | 2 | 18 | 4 | 2 | / | -4 | i | N#Cc1c(-c2ccco2)c2c([nH]c1=S)CCCC2
0 | -3 | -19 | 3 | 10 | -3 | -11 | 2 | -3 | i | COCCCn1nnnc1SCC(=O)N1CCN(C(=O)c2ccco2)CC1
1 | -3 | 1 | 5 | 28 | 13 | -3 | 1 | 0 | i | NCCCC(=O)N1c2ccccc2Sc2ccccc21
-1 | 11 | -18 | -1 | 3 | 3 | -2 | -1 | -1 | i | O=C(NCc1ccccn1)c1ccc(Cn2cc(C(F)(F)F)ccc2=O)cc1
0 | -2 | 17 | -2 | 52 | -3 | 0 | -1 | -2 | i | COc1ccc(S(=O)(=O)Nc2noc3ccccc23)cc1OC
-12 | 1 | -1 | -1 | 24 | -2 | 2 | -3 | -1 | i | COc1ccccc1N1CCN(S(=O)(=O)c2cc(Br)cnc2N)CC1
2 | -4 | 12 | 2 | 5 | -5 | -1 | 5 | -4 | i | Cc1ccc(-c2nn(CC(=O)NCc3ccco3)c(=O)c3ccccc23)cc1
-1 | 3 | -5 | 4 | 17 | 3 | 0 | -1 | -4 | i | CSc1ccccc1OCc1cc(C(=O)NCCn2ccnc2C)no1
3 | 0 | -3 | 0 | 30 | 3 | 5 | 3 | / | i | CCCC(=O)Nc1cccc(C(=O)Nc2ccccc2OCC)c1
-1 | -4 | 18 | 4 | 20 | -1 | 11 | -2 | / | i | CC1CCCCC1NS(=O)(=O)c1ccc(-n2cnnn2)cc1 (stereo not drawn)
-1 | -3 | 1 | -1 | 11 | -1 | 11 | -3 | 0 | i | CCCC(=O)N1CCc2cc(OC)c(OC)cc2C1COc1ccccc1OC (stereo not drawn)
-1 | -2 | 11 | 0 | 31 | 6 | -2 | -2 | -1 | i | CC(C(=O)OCC(=O)c1ccc([N+](=O)[O-])cc1)N1C(=O)C2C3C=CC(C3)C2C1=O (stereo not drawn)
-1 | -3 | -11 | -2 | 16 | 8 | -10 | -1 | 24 | i | COc1ccc(-n2cnnc2)cc1
1 | 6 | 7 | -1 | 43 | -2 | -1 | -8 | 16 | i | O=C(O)c1ccc2c(c1)C(=O)N(c1ccc(/C=C/C(=O)c3ccccc3)cc1)C2=O
-4 | 0 | -70 | -7 | 7 | 2 | -66* | 5 | / | i | O=C(O)CN1C(=O)/C(=C\c2ccccc2OCc2ccc(Cl)cc2Cl)SC1=S
0 | 1 | 12 | -2 | 16 | -25 | 2 | -2 | -3 | i | O=C(CN1CCN(S(=O)(=O)c2ccccc2)CC1)NC(=O)NCc1ccccc1
9 | ? | 6 | -2 | 5 | -5 | -6 | -5 | 5 | i | O=[N+]([O-])c1cccc(/C=N/n2c(-c3cccnc3)n[nH]c2=S)c1
0 | / | 24 | 0 | 3 | 1 | 17 | -4 | 5 | i | CNc1nc(C)c(C(=O)OCc2ccccc2)s1
2 | -4 | 10 | 0 | -17 | -42 | -5 | -5 | 1 | i | CCOC(=O)c1c(-c2ccc(C)cc2)csc1NC1=NS(=O)(=O)c2ccccc21
-1 | -5 | 9 | 3 | 12 | -5 | 4 | 2 | -1 | i | COc1ccc(Cl)cc1NC(=O)N(C)Cc1c(C)nn(C)c1C
-3 | 3 | 18 | -5 | 8 | -16 | 1 | 0 | -5 | i | N#CCOC(=O)c1sccc1-n1cccc1
0 | 6 | 1 | 1 | 31 | -4 | 0 | 0 | -2 | i | CC(OC(=O)CCCC(=O)Nc1ccc(F)cc1)C(=O)c1ccccc1 (stereo not drawn)
-2 | -6 | 0 | 0 | 24 | -2 | -1 | 0 | 9 | i | CC(=O)Nc1ccc2c(c1)OCCOCCOc1cc(NC(C)=O)ccc1OCCO2
-1 | 4 | -1 | 2 | 13 | 3 | -3 | -2 | -5 | i | COc1ccc(OC)c(NC(=O)Nc2ccc3c(c2)CCC3)c1
-5 | 2 | 3 | -1 | -36 | 5 | 9 | 5 | 11 | i | O=S(=O)(Nc1ccc(Cl)cc1)c1ccc2c(c1)CCO2
-1 | 8 | 4 | 3 | -6 | / | 5 | 0 | -3 | i | CC(C)c1ccc(OCC(=O)NCc2ccccc2)cc1
0 | -4 | 33 | -2 | 1 | -6 | 21 | -5 | 4 | i | COc1ccccc1CNc1ccc(Br)cn1
/ | 2 | 9 | 3 | 4 | -9 | -12 | -3 | -3 | i | C=CCOc1ccccc1CN1CCC(Oc2cc(C(=O)NC3CC3)ccc2OC)CC1
-3 | -3 | 10 | -1 | 11 | -7 | 7 | 2 | 0 | i | NS(=O)(=O)c1ccc(CNC(=O)C23CC4CC(CC(C4)C2)C3)cc1
1 | 1 | 3 | -1 | -5 | -15 | -2 | / | / | i | O=C(Nc1cccc(Cl)c1)C1CC1c1ccccc1 (stereo not drawn)
-2 | 12 | 6 | 4 | 17 | 3 | -6 | -2 | 1 | i | CCOC(=O)C1CCCN(S(=O)(=O)c2ccc(Br)c(OC)c2)C1 (stereo not drawn)
1 | -1 | -9 | 1 | 8 | -7 | 5 | -2 | -6 | i | O=C(COC(=O)c1ccc(O)cc1)Nc1ccccc1-c1ccccc1
-2 | 1 | -11 | 4 | 12 | 6 | -2 | -4 | 2 | i | O=C(NCc1ccccc1Cl)C1CCCN1C(=O)NCc1ccccc1 (stereo not drawn)
-2 | 5 | 10 | 4 | 21 | -5 | 0 | 1 | 2 | i | COc1ccc(/C=C/C(=O)ONC2=NCCCCC2)cc1OC

(next part)
GSK3 alpha inh | HDAC3 inh | HSF1 activator | GSK3beta inhib | AI-2 QS modul | Platelet DG rel | HSF1 inh | HSP90 refold inh | DYRK1A inh | PolyA inhibitor | Molecule
/ | / | -2 | -4 | ? | -1 | -4 | 2 | 51* | i | Oc1ccc(NC(=S)N=Nc2c(O)[nH]c3ccc(Br)cc23)cc1
0 | / | -15 | -2 | 8 | 1 | -2 | 8 | 1 | i | COc1cc(/C=C/C(=O)OCC(=O)Nc2cc(S(=O)(=O)N(C)C)ccc2Cl)ccc1O
-3 | 12 | -1 | 0 | ? | -3 | 0 | 3 | 0 | i | COc1ccc(Nc2nnc(Cc3ccc(Cl)cc3)c(=O)[nH]2)c(OC)c1
-2 | 9 | 0 | 0 | 11 | 30 | 1 | -3 | -5 | i | Cc1cc(NC(=O)c2ccccc2F)cc(C)c1OCC(=O)N1CCOCC1
